GST TR-FRET counter: GST-antibody interaction or FRET quenching – biochemical, TR-FRET, artefact control for Vif-APOBEC3G degradation inhibitor project, dose response (AID 1117362); inhibition, % at the top dose, mostly 100 µM; hits show IC50 in µM; TR-FRET counter screen, biotin-GST/anti-GST signal; 2.8% of 3,600 active;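 active = inhibition above 30% at one or more concentrations, seen consistently on every test date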;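 note: biotinylated GST protein used in place of GST-Vif 1-94 and biotin-A3G peptide; detects fluorescence quenchers or blockers of GST binding to anti-GST antibody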
Starred values were filed as active, the others as inactive. The list is partial (hit frequency here may not be typical).

SMILES | GST TR-FRET counter
C[C@@H]1NC(=O)[C@H](CCC(N)=O)NC(=O)c2cc([N+](=O)[O-])cc(I)c2NCCC[C@@H](C(N)=O)NC1=O | 5.0%
CCn1c(COc2ccc(=O)n(-c3ccccc3)n2)nnc1SCc1ccc(C)cc1 | 5.4%
O=C1CCCC(O)=C1N=Nc1cccc(C(=O)O)c1 | -1.8%
COc1cc(N2C(=O)C=CC2=O)ccc1N1C(=O)C=CC1=O | 1.7%
Cc1nn(-c2ccccc2)c(C)c1/C=N/NC(=O)c1cc(-c2ccccc2)n[nH]1 | 0.9%
Cc1cc(C)cc(NC(=S)NC(=O)CCN2C(=O)c3ccccc3C2=O)c1 | -2.9%
CC(C)Cn1c(SCC(=O)NC(=O)Nc2ccc3c(c2)OCCO3)nc2ccccc2c1=O | 4.7%
O=C(CSc1nnc2n(C3CCCCC3)c(=O)c3ccccc3n12)OC1CCCCC1 | 5.2%
CC1C/C(=N/N2C(=O)CSC2=S)CC(C)(C)C1 (stereo unspecified) | -0.1%
O=C(NCc1ccccc1Cl)c1csc2c1CCCCC2 | 2.5%
CCCCNC(=O)CN1C(=O)CSc2ccc(S(=O)(=O)N3CCOCC3)cc21 | 0.8%
O=S(=O)(c1ccc(NC(=S)N/N=C/c2ccc(O)c(O)c2)cc1)N1CCOCC1 | 3.9%

6 entries picked at random from those above, as already listed:
SMILES | GST TR-FRET counter
Cc1nn(-c2ccccc2)c(C)c1/C=N/NC(=O)c1cc(-c2ccccc2)n[nH]1 | 0.9%
O=C1CCCC(O)=C1N=Nc1cccc(C(=O)O)c1 | -1.8%
CCn1c(COc2ccc(=O)n(-c3ccccc3)n2)nnc1SCc1ccc(C)cc1 | 5.4%
C[C@@H]1NC(=O)[C@H](CCC(N)=O)NC(=O)c2cc([N+](=O)[O-])cc(I)c2NCCC[C@@H](C(N)=O)NC1=O | 5.0%
CC1C/C(=N/N2C(=O)CSC2=S)CC(C)(C)C1 (stereo unspecified) | -0.1%
O=S(=O)(c1ccc(NC(=S)N/N=C/c2ccc(O)c(O)c2)cc1)N1CCOCC1 | 3.9%

Of the compounds above, these have an aryl thioether with sulfur outside any ring.
SMILES | GST TR-FRET counter
CCn1c(COc2ccc(=O)n(-c3ccccc3)n2)nnc1SCc1ccc(C)cc1 | 5.4%
CC(C)Cn1c(SCC(=O)NC(=O)Nc2ccc3c(c2)OCCO3)nc2ccccc2c1=O | 4.7%
O=C(CSc1nnc2n(C3CCCCC3)c(=O)c3ccccc3n12)OC1CCCCC1 | 5.2%

Back to the main list, repeating the 3 entries before the break.
SMILES | GST TR-FRET counter
O=C(NCc1ccccc1Cl)c1csc2c1CCCCC2 | 2.5%
CCCCNC(=O)CN1C(=O)CSc2ccc(S(=O)(=O)N3CCOCC3)cc21 | 0.8%
O=S(=O)(c1ccc(NC(=S)N/N=C/c2ccc(O)c(O)c2)cc1)N1CCOCC1 | 3.9%
CC(c1ccccc1)N(C)CC(=O)NC(=O)NCCC1=CCCCC1 (stereo unspecified) | 2.1%
CCc1cccc(NC(=O)CCCCCC2NC(=O)NC2C)c1 (stereo unspecified) | 9.93µM*
COc1ccc(CCNC(=O)Cn2nnc(-c3cccc(OC)c3OC)n2)cc1OC | 2.3%
Oc1ccc2c(c1)C1CCCC1(N1CCOCC1)O2 (stereo unspecified) | 1.6%
CC(C)c1ccc(S(=O)(=O)/N=C2/C=CC(=O)c3ccccc32)cc1 | 6.0%
Cc1ccc(CNc2ccc(O)cc2)cc1 | 6.1%
CCOC(=O)C1CCN(C(=O)COc2ccc(S(=O)(=O)NC(C)C)cc2)CC1 | -2.8%
COc1cccc(/C=N/NC(N)=S)c1OCc1ccccc1Cl | 0.5%
Cc1cc(C)n(-c2ncc(-c3ccccc3)nn2)n1 | 14.3%
CCOc1ccccc1C(=O)NCC(=O)OCC(=O)NCCc1ccc(S(N)(=O)=O)cc1 | 2.8%
Cc1oc(C)c2c(=O)ccc3c(c12)OC(N)=C(C#N)C3c1ccccc1 (stereo unspecified) | 0.9%
COc1ccccc1-n1nnnc1SCC(=O)Nc1cc(C)on1 | 0.0%
O=C(NCc1cccs1)c1ccc2c(c1)ncn2C1CCCC1 | 5.5%
CC(NC(=O)C(NS(=O)(=O)c1cccs1)C(C)C)c1ccc(S(N)(=O)=O)cc1 (stereo unspecified) | -0.8%
Cc1ccnc(N2CCCC(C(=O)Nc3cc(F)ccc3C)C2)n1 (stereo unspecified) | 1.0%
O=c1cc2c(n[nH]1)CCCC2 | 4.6%
N#C/C(C(=O)N1CCOCC1)=C1/SC(Cc2ccccc2)C(=O)N1c1ccccc1 (stereo unspecified) | 5.5%
O=c1nc2s/c(=C\c3ccco3)c(=O)n2nc1Cc1ccccc1 | 1.6%
O=[N+]([O-])c1ccc(-c2ccc(/C=N/c3c(-c4ccco4)nc4ccccn34)o2)cc1 | 50.4µM*
O=[N+]([O-])c1cccc(/C(=N/N=C/c2ccccc2Br)C23CN4CN(CN(C4)C2)C3)c1 | 11.7%
COC(=O)C(NC(=O)c1ccco1)(Nc1nc(C)cs1)C(F)(F)F (stereo unspecified) | 1.1%
Cc1nc(N)nc(C)c1Cc1ccccc1 | -4.2%
O=c1c2cnn(-c3ccccc3Cl)c2ncn1Cc1cccnc1 | 1.1%
Cc1cc(O)ccc1-c1cnc2ccccc2n1 | 2.9%
Cn1c(C(=O)NCCN2CCOCC2)cc2c(=O)n(C)c3ccccc3c21 | >100µM*
COC(=O)Cc1cc(=O)n2[nH]c(C)cc2n1 | 3.0%
CCOC(=O)c1c(NC(=O)CCN2CCOCC2)sc(C)c1-c1ccccc1 | -3.3%
O=C(O)c1cc(-c2ccc(N3CCOCC3)cc2)nn1-c1ccc(F)cc1F | -2.5%
O=c1ccccn1Cc1c(F)cccc1Cl | -0.2%
O=C(CCN1CCN(c2ccccc2)CC1)N/N=C/c1ccc(O)c(O)c1O | 1.9%
O=C(O)c1cccc(CSc2nnc(COc3ccccc3)o2)c1 | -1.5%
Cc1nc(NC(=O)/C=C/c2ccccc2)sc1C(=O)Nc1ccccc1 | -21.6%
Nc1nc(Cl)cc(N2CCC(c3cc(-c4ccc(Cl)cc4Cl)n[nH]3)CC2)n1 | 7.5%
CCOc1ccc(-n2c(Cc3cc(=O)[nH]c(=O)[nH]3)nnc2SCC(N)=O)cc1 | 1.2%
CN(C)[C@@H]1C(=O)C(C(=O)NCN2CCCC2)=C(O)[C@@]2(O)C(=O)C3=C(O)c4c(O)cccc4[C@@](C)(O)C3CC12 (stereo partly specified) | >100µM*
Cc1cc(/C=C2\SC(=S)NC2=O)c(C)n1-c1ccccc1 | -1.0%
COc1ccc(/C=N/NC(=O)c2cc(O)c(O)c(O)c2)cc1Cn1cc([N+](=O)[O-])cn1 | 4.3%
Cc1onc(-c2ccccc2Cl)c1C(=O)N1CCN(c2cccc(Cl)c2)CC1 | -2.1%
N=C1/C(=C/c2ccc(Br)o2)C(=O)N=C2SC(CC(=O)N3CCCC3)=NN12 | 5.5%
Cc1ccc(Cc2cnc(NC(=O)/C(C#N)=C/c3ccc(-c4ccc([N+](=O)[O-])cc4)o3)s2)cc1 | 4.4%
COc1ccc(OC)c(N2C(=O)[C@@H]3C(c4ccccc4Cl)=NO[C@@H]3C2=O)c1 | -4.5%
O=C(CN(C1CCCCC1)C1CCCCC1)N1CCc2ccccc2C1 | 4.4%
O=c1[nH]c(=S)[nH]c2c1C(c1ccc(Br)cc1)c1c([nH]c(=S)[nH]c1=O)O2 | 5.9%
Nc1ncnc2c1cnn2C1CCCCC1 | -1.5%
COCCN1Cc2cccc(C(=O)NCc3ccccn3)c2C1=O | -1.3%

Among those listed so far, four have fluorine:
SMILES | GST TR-FRET counter
Cc1ccnc(N2CCCC(C(=O)Nc3cc(F)ccc3C)C2)n1 (stereo unspecified) | 1.0%
COC(=O)C(NC(=O)c1ccco1)(Nc1nc(C)cs1)C(F)(F)F (stereo unspecified) | 1.1%
O=C(O)c1cc(-c2ccc(N3CCOCC3)cc2)nn1-c1ccc(F)cc1F | -2.5%
O=c1ccccn1Cc1c(F)cccc1Cl | -0.2%

High-throughput results: PubChem, Southern Research Institute
